# High-throughput results from PubChem BioAssay.
# Giardia FBPA inh = qHTS Assay for Inhibitors of Fructose-1,6-bisphosphate Aldolase from Giardia Lamblia; purified Giardia FBPA; Potency, µM (top dose mostly 59.6 µM), without a hit: at the top dose activity, negative = inhibition, usual class: inhibitors; 0.71% of 290,000 active; AID 2451, 2010; note: potency is the fitted concentration of half-maximal effect; % is set by controls: 0 for no effect and ±100 for the full control effect; nearly all actives have a fitted effect of over 55% in size
# Target sequence (A8B2U2 whole entry, looked up): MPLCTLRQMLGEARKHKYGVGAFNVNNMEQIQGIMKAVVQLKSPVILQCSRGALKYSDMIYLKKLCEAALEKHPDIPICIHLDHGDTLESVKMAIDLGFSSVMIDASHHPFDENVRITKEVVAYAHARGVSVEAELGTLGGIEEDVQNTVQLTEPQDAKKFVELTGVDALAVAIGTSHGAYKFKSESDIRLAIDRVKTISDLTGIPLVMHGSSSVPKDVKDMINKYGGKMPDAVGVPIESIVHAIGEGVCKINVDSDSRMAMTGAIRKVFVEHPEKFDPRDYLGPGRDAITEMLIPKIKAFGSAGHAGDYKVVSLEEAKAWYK
#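 40 nM FBPA preincubated 10 min at RT with compound (up to 57.5 uM final), then substrate plus GAPDH/TPI/NAD/arsenate coupling and diaphorase/resazurin added. Fluorescence read after 20 min at RT, 525/598 nm.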
# Pf growth 48h = Primary qHTS for delayed death inhibitors of the malarial parasite plastid, 48 hour incubation. 5.9% of 310,000 active. Potency, µM (titrated, usually from 28.7 µM), for the others: at the highest dose activity change, negative = inhibition, usual class: inhibitors. P. falciparum luciferase growth in erythrocytes, 48 h; note: potency is the fitted concentration of half-maximal effect; % is set by controls: 0 for no effect and ±100 for the full control effect
#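 Luciferase-expressing parasites in RBCs, 2% Hct / 0.1% parasitemia final; RPMI 1640 + 0.5% Albumax; 37 C, 5% CO2, one generation; luminescence read-out, lower signal = inhibition.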
# HCV inh = qHTS Assay for Inhibitors of Hepatitis C Virus (HCV); Huh7.5.1 HCVcc-Cre infection, luciferase reporter, 44 h; Potency, µM (highest dose often 41.8 µM), inactives show at the top dose activity change, negative = inhibition, actives largely listed as inhibitors; 3.4% of 340,000 active; note: potency is the fitted concentration of half-maximal effect; % is set by controls: 0 for no effect and ±100 for the full control effect
#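 Infectious HCVcc-Cre (~0.5 moi) was added to cells just after compound, with cells seeded 4 h earlier at 1,000 per well. Luciferase activity after 44 h culture reported infection; substrate was incubated 15 min at room temperature before reading.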
# Pf growth 96h = Primary qHTS for delayed death inhibitors of the malarial parasite plastid, 96 hour incubation | P. falciparum luciferase reporter growth, 96 h | 6.9% of 320,000 active | Potency, µM (highest dose often 28.7 µM), for inactives: at the top dose activity change, negative = inhibition, hits mostly inhibitors; note: potency is the fitted concentration of half-maximal effect; % is set by controls: 0 for no effect and ±100 for the full control effect
#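 96 h incubation, 37 C, 5% CO2, of luciferase-reporter P. falciparum-infected RBCs (2% hematocrit, 0.05% parasitemia final) with test compounds; endpoint luminescence.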
# Shiga inhibitor = A qHTS for Small Molecule Inhibitors of Shiga Toxin. 9.2% of 290,000 active. AID 2315, 2010. inhibition, % at 38.7 µM. Vero cells, Shiga toxin protein synthesis inhibition reporter; in the data active = inhibition mostly above about 28%, no sharp cut-off; inactive = mostly below about 43%; note: 0% is about no effect
# CHX counter = Cycloheximide Counterscreen for Small Molecule Inhibitors of Shiga Toxin; 12% of 300,000 active; cell reporter, cycloheximide protein synthesis inhibition counterscreen; AID 2314, 2010; max response, %; in the data active = max response mostly above about 13%, no sharp cut-off; inactive = mostly below about 14%; note: read at 38.3 µM for the half of the compounds with a filed dose; 0% is about no effect
# Numbers without * were called inactive; ? = inconclusive; nt = not tested or not shown; & = joins results of further samples; [ ] = another dose, or the depositor's remark. Unless noted, calls come from the whole dose curve; as a rule, active = well fitted curve in the direction sought with a large enough effect; inconclusive = small, poorly fitted or top-dose-only effect, or another doubt; inactive = no such curve, though single readings can be large; an effect the other way counts as inactive or inconclusive.
SMILES,Giardia FBPA inh,Pf growth 48h,HCV inh,Pf growth 96h,Shiga inhibitor,CHX counter
COc1cccc(-c2cc(C(=O)Nn3cnnc3)c3ccccc3n2)c1,-21%,-3%,4%,?,-16,-2
COc1cccc(-c2csc(N3CCN(C(=O)Nc4ccccc4OC)CC3)n2)c1,-3%,?,-14%,nt,3,2
CCOc1ccc(NC(=O)COC(=O)CCC(=O)c2cccs2)cc1,nt,6%,15%,-16%,nt,nt
O=C(c1cccs1)N1CCCC(c2nc3c(nnn3Cc3ccccc3Cl)c(=O)[nH]2)C1 (configuration not stated),0%,-29%,15%,-27%,-14,-7
Oc1ccccc1N1CCN(c2ncnc3sc(-c4ccccc4)cc23)CC1,-20%,13µM*,?,?,10,10
COc1ccc(C(C#N)=C2C=CC(=NO)C=C2)cc1,0%,?,?,?,-3,18*
CCOC(=O)c1ccc(-n2c(C)nc3c(cnn3-c3ccccc3Cl)c2=O)cc1,-1%,nt,-8%,nt,-8,-3
CCOc1ccc(Nc2nc(N)nc(CCl)n2)cc1,0%,?,0.56µM*,?,59*,43*
O=C1C(=O)N(CCO)C(c2ccccc2[N+](=O)[O-])/C1=C(\O)c1ccccc1 (configuration not stated),1%,33%[activator],17%,-1%,-5,-5
Cc1ccc(C2=NS(=O)(=O)N(C)C(C(=O)Nc3ccc4c(c3)OCO4)=C2)cc1,-18%,2%,?,5%,18*,18*
O=C(O)c1ccc2c(c1)C(=O)N(Cc1ccccc1)C2=O,?,4%,?,nt,-7,-2
CCc1ccc(OCc2nnc(SCC(=O)N3CCN(c4ccccc4)CC3)o2)cc1,2%,-8%,7%,-27%,5,0
O=C(c1cccc(S(=O)(=O)N2CCCC2)c1)N1CCOCC1,nt,20%,10%,-14%,nt,nt
CCOc1cc(CNCCCN2CCOCC2)cc(Cl)c1OCC(=O)NC(C)(C)C,9%,?,11µM*,225%[activator],-6,-2
COc1cc(OC)cc(C(=O)N[C@H](C(=O)NCc2ccco2)C(C)C)c1,1%,3%,4%,39%[activator],-9,7
CCCCCCNC(=O)C(C#N)c1nc2ccccc2nc1N1CCCC1 (configuration not stated),3%,14%,?,nt,5,-2
CS(=O)(=O)N(Cc1ccccc1)c1ccc(C(=O)NCc2ccccc2)cc1,8%,4%,0%,nt,3,-2
O=C(NCc1ccccn1)c1nc(-c2ccc(C(F)(F)F)cc2)no1,-1%,8%,5%,?,-2,7
O=C(CC12CC3CC(CC(C3)C1)C2)NC(=S)N1CCCCC1,7%,-22%,12%,9.3µM*,4,7
Cc1cc(NCc2ccco2)n2ncnc2n1,1%,1%,-1%,?,-13,-2
Cc1cccc(C(=O)n2cnnc2N)c1,-3%,10µM*,-3%,-49%,-11,7
CC/C(=N\NC(=O)COc1ccc(Br)cc1)c1ccc(OC)c(OC)c1,-2%,?,?,?,-6,4
O=C(/C=C/c1cccc([N+](=O)[O-])c1)NCCSCc1ccc(Cl)cc1Cl,5%,2%,?,-18%,-11,-3
CC1=C(C(=O)OCc2ccccc2)C(c2cccc(F)c2)NC(=O)N1 (configuration not stated),6%,8%,?,-6%,nt,-3
CCC(=O)NC1(C(F)(F)F)C(=O)Nc2c1c(=O)n(C)c(=O)n2C (configuration not stated),?,13%,12%,83%[activator],-5,2
# Continued.
SMILES,Giardia FBPA inh,Pf growth 48h,HCV inh,Pf growth 96h,Shiga inhibitor,CHX counter
CN(C)c1ccc(/C=N/NC(=O)CCc2c[nH]c3ccccc23)cc1,1%,17%,-11%,-1%,13,13
Cc1c(S(=O)(=O)N2CCCC(C)C2)c(=O)n(C)c(=O)n1C (configuration not stated),nt,5%,7%[8.37 µM],-4%,nt,nt
O=C(OCc1cccc([N+](=O)[O-])c1)c1ccncc1,-1%,18%,8%,?,8,14
Cc1ccc(-c2noc(CSc3nnnn3-c3ccccc3)n2)cc1,-4%,30%[activator],-22%,?,-6,18*
COC(=O)C1C2CCC(C2)C1C(=O)OCC(=O)c1ccccc1 (configuration not stated),0%,36%[activator],14%,34%[activator],32,-4
CCN1C(=NCCCCO)N[C@@H](c2cccc(F)c2)C(C(=O)OC)=C1C,-12%&14%,-19%&22%,14%,?,-5&6,-1&-3
COc1ccccc1C(=O)NC(=O)COC(=O)c1ccc(Br)o1,nt,?,-12%,28%,nt,nt
COCCN1Cc2cccc(C(=O)Nc3ccc(S(=O)(=O)N4CCCCC4)cc3)c2C1=O,1%,?,14%,6%,-10,-2
Cc1cc(NC(=O)Cn2nc(-c3cccs3)ccc2=O)cc(C)c1Br,0%,12%,?,9%,-7,-4
CC(C)(C)c1ccc(OCC(=O)NNC(=O)Cc2cccs2)cc1,3%,1%,?,22%,-21,-3
COC(=O)c1cc(S(=O)(=O)Nc2cccc(OC)c2)cn1C,5%,21%,?,?,-1,-1
Cc1cccc(C)c1NC(=O)CSc1nnc(NC(=O)C2CC2)s1,1%,-1%,7%,0%,16,-2
Cc1cc(=O)[nH]c(N/N=C/c2ccc(-c3ccc([N+](=O)[O-])cc3)o2)n1,-16%,17%,4%,30%,36,12*
CN(CC(=O)Nc1cccc(C(F)(F)F)c1)Cc1ccccc1,-4%,7%,-8%,22%,14,4
Nc1nonc1-n1nnc(C(=O)N/N=C/c2ccoc2)c1-c1ccccc1,9%,18%,23%,?,-4,-8
COc1ccc(-c2nnc(SCC(=O)O)n2Cc2ccccc2)cc1,21%,6%,11%,7.4µM*,0,-2
Cc1ccc2c(c1C)OC(=O)CC2c1ccccc1 (configuration not stated),-14%,3%,15%,?,-7,-1
CCCCN(CCCC)CCNC(=O)c1cn(CC)c2ccc(S(=O)(=O)N(C)C3CCCCC3)cc2c1=O,-3%,?,?,1%,-4,10
O=C(Cn1ncc2c(=O)oc3ccccc3c21)Nc1nc2ccccc2s1,4%,9%,19%,?,10,3
O=C(CN1CCCCC1)N=Nc1c(O)[nH]c2ccccc12,-2%,-6%,2%,1%,30,2
CCCc1cc(C(=O)Nc2ccc(F)c(Cl)c2)no1,-2%,152%[activator],-16%,-3%,94*,31*
COc1cccc(CC2(CO)CCCN(Cc3ccc(C)s3)C2)c1 (configuration not stated),1%,?,0%,?,-5,-1
COc1cccc(N=Cc2c(O)n(-c3cccc(C)n3)c(=O)c3ccccc23)c1,-4%,nt,-28%,-103%,5,10
Cc1ccc(NC(=O)N2CCCC2C(=O)NCCc2ccccc2)cc1 (configuration not stated),2%,5%,7%,?,2,-4
O=C(/C=C\c1ccco1)Nc1nc(-c2ccccc2)cs1,-10%,58%[activator],19%,-15%,78*,71*

# Gathered by group, the entries above containing an aryl thioether with sulfur outside any ring
SMILES,Giardia FBPA inh,Pf growth 48h,HCV inh,Pf growth 96h,Shiga inhibitor,CHX counter
CCc1ccc(OCc2nnc(SCC(=O)N3CCN(c4ccccc4)CC3)o2)cc1,2%,-8%,7%,-27%,5,0
Cc1ccc(-c2noc(CSc3nnnn3-c3ccccc3)n2)cc1,-4%,30%[activator],-22%,?,-6,18*
Cc1cccc(C)c1NC(=O)CSc1nnc(NC(=O)C2CC2)s1,1%,-1%,7%,0%,16,-2
COc1ccc(-c2nnc(SCC(=O)O)n2Cc2ccccc2)cc1,21%,6%,11%,7.4µM*,0,-2

# The results go on.
SMILES,Giardia FBPA inh,Pf growth 48h,HCV inh,Pf growth 96h,Shiga inhibitor,CHX counter
COC(=O)c1cc(-c2ccc(S(=O)(=O)N3CCCCC3)cc2)c(C(F)(F)F)s1,1%,12µM*,-16%,?,20,9
Cc1cc(C)cc(Nc2c(F)c(F)c(F)c(F)c2C(=O)O)c1,17%,-5%,2%,201%[activator],-11,6
CCOC(=O)c1c(NC(=O)CSc2c[nH]c3ccccc23)sc2c1CCC2,-4%,-5%,?,-32%,-7,-4
O=c1[nH]ncn1-c1ccccc1,-2%,20%,21%,-2%,-7,-2
CCCNS(=O)(=O)c1ccc(CCC(=O)NCc2cccnc2)cc1,0%,8%,12%,nt,-11,-2
Cc1[nH]c2ccccc2c1C(=O)COC(=O)c1c(-c2ccccc2Cl)noc1C,-4%,?,?,?,-11,1
CCCNC(=S)Nc1ccc(Oc2ccccc2)cc1,0%,nt,?,-28%,-5,17
Oc1nc(Nc2ccc(Cl)cc2Cl)sc1/C=C1\C=Nc2ccccc21,-8%,11%,16%,463%[activator],30,5
CCn1cc(CN2CCN(Cc3cccc(OC)c3)C(CCO)C2)c(C)n1 (configuration not stated),2%,7%,-1%,-23%,-35,-2
O=Cc1ccc(Oc2ncccn2)cc1,6%,?,8%,34%[activator],-7,-6
COC(=O)c1ccc(CO/N=C/c2ccc(OC)cc2)o1,-2%,146%[activator],12%,95%[activator],58*,53*
COc1ccccc1NC(=O)CSc1nnc2ccc(-c3ccccn3)nn12,nt,?,5%[8.37 µM],?,nt,nt
COC(=O)COc1cccc(NC(=O)c2ccc(Cl)cc2)c1,-8%,15%,2%,24%,19,9
CCN(CC)C(=O)c1nc[nH]c1C(=O)N(CC)CC,nt,-4%,16%,33%[activator],nt,nt
CSc1ccccc1NC(=O)c1cc(-c2ccco2)on1,-5%,42%[activator],-21%,69%[activator],55*,18*
CCCCn1nnnc1SCC(=O)Nc1cccc(C)c1,12%,1%,15%,25%,6,-3
CCOC(=O)C1=C(C)NC(C)=C(C(=O)OCC)C1C,0%&0%,5%&-3%,-20%,13%&-19%,2&-20,1&-7
CCC(C)NC(=O)C1CCN(S(=O)(=O)N2CCCC2)CC1 (configuration not stated),4%,3%,-2%,12%,-11,-1
CCOC(=O)Cc1cc(=O)[nH]c(/N=C(\N)Nc2ccc(OC)cc2)n1,-1%,13%,8%,8%,-11,-2
O=C1CC(SCc2nc3ccccc3[nH]2)C(=O)N1c1cccc(Cl)c1 (configuration not stated),-13%,nt,11%,2%,-6,8
O=C(CCN1CCN(c2ccccc2F)CC1)Nc1ccc2c(c1)OCO2,-2%,-5%,?,3.3µM*,-6,-3
CCCCCCCC(=O)NNC(=O)c1ccc([N+](=O)[O-])cc1,10%,?,3%,41%[activator],-7,-5
COc1ccc(NC(=O)CN(C)C(=O)c2cc(-c3ccccc3)nc3ccccc23)cc1,nt,?,-4%,-1%,nt,nt
O=C(O)c1ccc(N/N=C/c2cn(Cc3ccc(F)cc3)c3ccccc23)cc1,-5%,24%,-2%,79%[activator],70*,29*
COc1ccc(-c2csc(NC(=O)c3ccoc3C)n2)cc1,-9%,56%[activator],11µM*,18%,153*,41*
# The results go on:
SMILES,Giardia FBPA inh,Pf growth 48h,HCV inh,Pf growth 96h,Shiga inhibitor,CHX counter
c1ccc(Cc2noc(CN3CCN(C4CCc5ccccc5C4)CC3)n2)cc1 (configuration not stated),-2%,21%,?,34%[activator],10,5
CC(C)(Oc1ccc(Br)cc1Cl)C(=O)Nc1ccon1,nt,24%,-14%,-14%,-14,0
CC(NCc1ccc(-c2ccccc2)cc1)C(O)c1ccccc1 (configuration not stated),-4%,2.9µM*,?,2.3µM*,-18,-8
CCCCOCCCNS(=O)(=O)Cc1ccccc1,3%,23%,9%,?,-7,-1
CC(C)(C)NC(=O)/C=C/c1cccc(C(F)(F)F)c1,5%,11%,10%,-12%,16,14*
CN(C1(C)CCS(=O)(=O)C1)S(=O)(=O)c1cccc([N+](=O)[O-])c1 (configuration not stated),nt,23%,-9%,17%,nt,nt
O=C(COC(=O)c1cccc([N+](=O)[O-])c1)c1ccc(OCc2ccccc2)cc1,2%,45%[activator],4%,84%[activator],34,10

# Full records, looked up by structure.
# `CC(C)(C)NC(=O)/C=C/c1cccc(C(F)(F)F)c1` as listed: Giardia FBPA inh: 5%; Pf growth 48h: 11%; HCV inh: 10%; Pf growth 96h: -12%; Shiga inhibitor: 16; CHX counter: 14*
# `CN(C1(C)CCS(=O)(=O)C1)S(=O)(=O)c1cccc([N+](=O)[O-])c1` (configuration not stated) as listed: Giardia FBPA inh: nt; Pf growth 48h: 23%; HCV inh: -9%; Pf growth 96h: 17%; Shiga inhibitor: nt; CHX counter: nt

# This is a random part of the collection. About 24% of those tested had a hit in this group.
